KDM5B inhibitor – blocks human KDM5B histone demethylase activity | Q9UGL1 | KDM5B demethylase, FDH-coupled NADH fluorescence (FDH is formaldehyde dehydrogenase) | Potency, µM (doses to about 57.7 µM), inactives show at the top dose activity change, negative = inhibition, most hits filed as inhibitors | hit rate 2.6% among 220,000 | AID 1347165; active means well fitted inhibition curve with a large enough effect; inconclusive means small, poorly fitted or top-dose-only effect; inactive means no such curve, though single readings can be large or run the other way; further: 0% is about no effect; nearly all actives have a fitted effect of over 70% in size
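KDM5BΔAP (200 nM final) in 50 mM HEPES pH 7.5, 0.01% Tween-20 was preincubated 10 min at RT with compound over a concentration range. Substrate mix (H3K4me3 12.5 µM, α-KG 25 µM, Fe²⁺, ascorbate, NAD⁺, FDH) was added, and NADH fluorescence change over 30 min gave dose-response curves.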
* = called active by the depositor; i = inactive; ? = inconclusive; & = joins results of further samples; [ ] = another dose, or the depositor's remark. Potency means the concentration at half of the fitted maximal effect.

SMILES | KDM5B inhibitor
O=S(Cc1ccccc1)Cc1ccc(Cl)cc1Cl (stereo not given) | 7%
CSc1ccccc1C(=O)Nc1cc(Cl)cc(Cl)c1 | 2%
Oc1c(C2CCCCC2)cccc1C1CCCCC1 | -8%
Cc1ccsc1C(=O)N1CCCC(CCC(=O)NCc2ccc(F)c(F)c2)C1 (stereo not given) | 25%
COc1ccc(-n2cnc3cc(C(=O)NC4CCCC4)ccc32)cc1 | -23%
CCOC(=O)C1=CN(CC(=O)N(C)c2ccccc2)S(=O)(=O)N=C1C | 9%
C#CCNC(=O)CN(Cc1cccs1)C1CC1 | 17%
CC(C)(C)CC(=O)N1CCC(O)(c2csc(CN3CCc4ccccc4C3)n2)CC1 | 4%[86.2 µM]
CCCCNC(=O)CSc1nc2cc3c(cc2c(=O)n1CCCCCC(=O)NCc1ccc(OC)cc1)OCO3 | -3%
CC(NC(=O)C1CCCC1)c1ccc(C(F)(F)F)cc1 (stereo not given) | -2%
CC(=O)Nc1ccc2oc(-c3cccc4c(Cl)cccc34)nc2c1 | 91%[activator]
CN(C)C[C@@H]1CN(Cc2ccccc2)C[C@H]1NC(=O)c1ccnn1C | -12%
CCS(=O)(=O)N1Cc2ccccc2CC1C(=O)Nc1ccccc1OC (stereo not given) | 28%
O=C(CN1C(=O)NC(c2ccccc2Cl)C2=C1COC2=O)NCc1ccc(F)cc1 (stereo not given) | -2%
CCc1nc2ccc(C(=O)NC(C)c3ccccc3)cc2nc1CC (stereo not given) | 15%
O=C(Nc1nc(-c2ccccn2)cs1)C1CC(=O)N(c2ccccc2Cl)C1 (stereo not given) | -3%
FC(F)(F)c1cccc(-n2nnnc2C2(Nc3ccccc3)CCCCC2)c1 | -18%
CCCN(Cc1cc2ccccc2[nH]c1=O)C(=O)c1cccc([N+](=O)[O-])c1 | 7%
O=C(N/N=C/c1ccccc1)C1CC1(c1ccccc1)c1ccccc1 (stereo not given) | -8%
CCOC(=O)C1CCN(C(c2ccccc2)c2c(O)cc(C)n(Cc3ccccc3)c2=O)CC1 (stereo not given) | -8%

5 entries from above, ordered by the number in KDM5B inhibitor, ascending:
SMILES | KDM5B inhibitor
Oc1c(C2CCCCC2)cccc1C1CCCCC1 | -8%
CCCCNC(=O)CSc1nc2cc3c(cc2c(=O)n1CCCCCC(=O)NCc1ccc(OC)cc1)OCO3 | -3%
O=S(Cc1ccccc1)Cc1ccc(Cl)cc1Cl (stereo not given) | 7%
CCc1nc2ccc(C(=O)NC(C)c3ccccc3)cc2nc1CC (stereo not given) | 15%
C#CCNC(=O)CN(Cc1cccs1)C1CC1 | 17%

More entries:
SMILES | KDM5B inhibitor
COc1ccc2[nH]cc(CCNC(=O)C3(Cc4cccnc4)CCCCC(=O)N3)c2c1 (stereo not given) | ?
O=C1CCN(S(=O)(=O)c2ccccc2)CCCN(S(=O)(=O)c2ccc3c(c2)CCC3)CCN1 | -15%
COC(=O)C1=C(C(=O)c2ccc(C)cc2)C(c2ccc(C(=O)OC)cc2)n2nnnc2N1 (stereo not given) | 17%
Cc1cc(NC(=O)c2ccc3c(c2)N(C)C2CCCN2C3=O)ccc1Br (stereo not given) | ?
CCc1ccc(OCC(O)Cn2c(NCCc3ccccc3)nc3c2c(=O)[nH]c(=O)n3C)cc1 (stereo not given) | -7%
N#Cc1c(C2CC2)cc(C(F)(F)F)[nH]c1=O | ?
O=C(OCN1C(=O)c2ccccc2C1=O)c1ccc(Cl)nc1 | -4%
COc1cccc(CN2CCN(c3ncccc3Cl)CC2CCO)c1 (stereo not given) | -35%
Cc1nn(C)c2c1c(-c1ccccc1)cc(=O)n2Cc1c(F)cccc1Cl | -21%
O=C(Cn1c(=O)n(-c2ccccc2)c(=O)c2ccc(C(=O)NCc3ccc4c(c3)OCO4)cc21)Nc1ccc(F)cc1 | ?
COCCNc1ncc(-c2cccc(N)c2)c2c1OCC2 | ?
CC(=O)Nc1ccc(CN2CCN(Cc3ccccc3)C(CCO)C2)cc1 (stereo not given) | ?
O=C(N[C@@H]1CCN(C(=O)c2ccc(CO)cc2)C[C@H]1O)c1cccnc1 | 0%
Cc1ccc(S(=O)(=O)N2CCC(C(=O)N3CCC(CCc4ccc(O)cc4)CC3)CC2)c(C)c1 | -2%
COc1cc(SC)ccc1C(=O)OCC(=O)NCc1ccco1 | -18%
CCSc1ncc(Cl)c(C(=O)Nc2sc3c(c2C(=O)NC)CCCC3)n1 | -17%
CCC1(N2CCN(S(=O)(=O)c3cccc(C#N)c3)CC2)CCN(C(=O)C(C)C)C1 (stereo not given) | -14%
O=C1[C@@H]2C[C@@H](CN2C2COC2)Oc2ccccc2N1Cc1ccc(OC(F)(F)F)cc1 | 20%[86.2 µM]
CC(=O)Nc1cccc(NC(=O)C(=O)N2CCN(C(=O)c3cc4ccccc4[nH]3)CC2)c1 | 8%
CCN1c2cc(C(=O)Nc3ccc(Oc4ccccc4)cc3)ccc2C(=O)N2CCCCC21 (stereo not given) | ?
O=C(CCc1ccsc1)N1CCc2ncnc(NC3CCC3)c2CC1 | 6%
C(=N\C(/N=C/c1ccccc1)c1ccccc1)/c1ccccc1 | -4%
Cc1cnc(C(=O)NC2C[C@H]3CC[C@@H](C2)N3C(=O)c2ccc(F)cc2)cn1 (stereo not given in full) | -9%
CCNC(=O)N1CCC(c2nnc(CN3CCCC3)n2CC)CC1 | -13%
CCN1CCOC(=O)C1CC(=O)Nc1ccc(C(C)=O)cc1 (stereo not given) | ?
N#Cc1nc(-c2ccccc2)oc1NCc1ccc2c(c1)OCO2 | ?
CCOC(=O)CSc1nc2ccc(NC(=O)c3cccc(F)c3)cc2s1 | -53%
CCC(Sc1nnc(-c2ccc(OC)cc2)c(-c2ccc(OC)cc2)n1)C(=O)NC1CCCCC1 (stereo not given) | -10%
O=C(C1c2ccccc2CC(=O)N1Cc1ccccc1)N1CCN(c2ccccn2)CC1 (stereo not given) | ?
Cc1ccc2cc(CN(C)C(=O)c3cccc(Cl)c3)c(=O)[nH]c2c1 | -29%&-28%

Molecules above that have two or more sulfur atoms (3):
SMILES | KDM5B inhibitor
O=C1CCN(S(=O)(=O)c2ccccc2)CCCN(S(=O)(=O)c2ccc3c(c2)CCC3)CCN1 | -15%
CCSc1ncc(Cl)c(C(=O)Nc2sc3c(c2C(=O)NC)CCCC3)n1 | -17%
CCOC(=O)CSc1nc2ccc(NC(=O)c3cccc(F)c3)cc2s1 | -53%

Next section.
SMILES | KDM5B inhibitor
Cc1cc(NC(=O)CSc2nnnn2-c2ccc(C)c(C)c2)n(-c2ccccc2)n1 | 10%
Cc1c2cnn(CC(=O)N3CCN(c4ccccc4)CC3)c(=O)c2c(C)n1Cc1ccccc1Cl | 1%
O=C1NCCCCCN(C(=O)c2ccncc2)[C@H]2CCC[C@@H]12 | 18%
CC(=O)Nc1ccc(C(=O)N2CCN(C3CCNCC3)C(=O)C2)cc1 | -28%[115 µM]
COCC(=O)N[C@H]1C[C@@H](CO)N(Cc2ccc(Br)o2)C1 | -25%
CNC(=O)c1ccc(CN2CCCC(Nc3ccc(F)cc3)C2)o1 (stereo not given) | ?
Cc1nc2ccc(NC(=O)c3nn(C(C)C)c(=O)c4ccccc34)cc2s1 | 12%
Cc1cc(C2CCCN2C(=O)c2ccc(F)c(F)c2)on1 (stereo not given) | 7%
Cc1cc(C)cc(NC(=O)CSc2nc(-c3cccc(Cl)c3)nc3c2Cc2c(CO)cnc(C)c2O3)c1 | -4%
CCC(=O)c1sc(Nc2ccc(C)cc2C)nc1N | -5%

Among those listed so far, 3 have a furan ring, fused or not:
SMILES | KDM5B inhibitor
COc1cc(SC)ccc1C(=O)OCC(=O)NCc1ccco1 | -18%
COCC(=O)N[C@H]1C[C@@H](CO)N(Cc2ccc(Br)o2)C1 | -25%
CNC(=O)c1ccc(CN2CCCC(Nc3ccc(F)cc3)C2)o1 (stereo not given) | ?

Next results.
SMILES | KDM5B inhibitor
COc1cccc(-c2ccc(-c3nc(C4CCOC4)no3)o2)c1 (stereo not given) | i
COC1CCC(C(=O)NCC2COc3ncncc3C(=O)N2Cc2ccccc2)CC1 (stereo not given) | -24%[86.2 µM]
COc1cc(CNc2ccc3[nH]c(=O)[nH]c3c2)ccc1OCc1ccc(C)cc1 | ?
Cc1ccc(C)c(C(=O)N2CCC(n3cnnc3-c3ccccc3)CC2)c1 | 20%
CN1Cc2ncnc(N3CCN(Cc4ccccc4)CC3)c2CN(C2CCC2)C1=O | -19%
COc1ccc(CCNC(=O)CCc2c(C)nc3c4cccnc4nn3c2C)cc1OC | ?
Cc1ccc(C(=O)N2CCC3(CC2)N=C(c2ccc(Cl)cc2)NO3)cc1F | ?
Cc1ccc(NC(=O)CCc2nnc3n(C)c(=O)c4sccc4n23)cc1C | 0%
O=C(CCc1ccc(O)cc1)N1CC[C@H](N2CCOCC2)[C@H](CCCO)C1 | 25%
O=C(CCNC(=O)c1ccccc1)NCc1coc(-c2cccs2)n1 | -16%
CNC(=O)c1cccc(-c2cnc3[nH]cc(CC(=O)NCC(C)C)c3c2)c1 | -20%[86.2 µM]
Cc1ccc(-c2csc(-c3cc4ccccc4oc3=O)n2)cc1 | -10%
CC[C@H]1CN(C(=O)Nc2ccccc2)CC[C@H]1CC(=O)Nc1ccccc1 | 2%[86.2 µM]
Cc1cc(=O)oc2cc(OCC(=O)N3CCOCC3)c(Cl)cc12 | ?
O=C(Cn1cnc2cc(F)ccc2c1=O)N(Cc1cccs1)c1ccc2c(c1)OCCO2 | 13%
COc1ccc(C(C)=O)cc1COc1ccc2ccc(=O)oc2c1 | ?
CN(Cc1ccc(F)cc1)C(=O)Cc1ccc(F)cc1 | 10%[86.2 µM]
N=C1SC(CC(=O)Nc2ccc([N+](=O)[O-])cc2)C(=O)N1c1ccccc1 (stereo not given) | -6%
O=C(c1ccco1)N1CCN(C(=O)N2CC3CC(C2)[C@H]2CCCC(=O)N2C3)CC1 (stereo not given in full) | -6%
Cc1cccc(NC(=O)c2cc(=O)c3c(C)cc(C)cc3o2)c1 | -11%
O=C(Nc1ccc2c(c1)CCC2)c1ccc(F)cc1F | 0%
COc1ccc(-c2cc(N3CCCN(C(=O)c4ccc(C(C)(C)C)cc4)CC3)n[nH]2)cc1 | -7%
CC(=O)c1cccc(NC(=O)c2nc(-c3ccccc3)n(-c3ccccc3C)n2)c1 | -20%
CC(Oc1ccc(/C=N/NC(=O)Cc2cccc3ccccc23)cc1)C(=O)O (stereo not given) | 8%
CCCc1cc(=O)oc2cc(OCc3cc(C)ccc3C)ccc12 | ?
CC(NC(=O)c1ccco1)C(=O)N(C)Cc1ccc(C(F)(F)F)cc1 (stereo not given) | 12%
COc1ccc(NC(=O)c2cccc3c2CCN3C(=O)c2ccc(F)cc2)cc1 | 10%
CCc1noc(-c2cccn3c(CNC(=O)Cc4ccccc4OC)nnc23)n1 | ?
CCCN1CCN(C(=O)c2ccc3c(c2)n(CC)c(=O)c2ccnn23)CC1 | ?
Cc1cc(C(=O)N2CCCn3ccnc3C2c2ccccc2)n(C)n1 (stereo not given) | 3%
Cc1ccc(-c2ncc(C(=O)N3CCCCC3CN)c(=O)[nH]2)cc1 (stereo not given) | -29%
CCOc1ccc(OCC)c(NC(=O)CN(C)S(=O)(=O)c2ccc3[nH]c(=O)oc3c2)c1 | 0%
Nc1nc(C2CC(NC(=O)c3ccc(CO)cc3)C2)cc(=O)[nH]1 (stereo not given) | 15%
O=C(Nc1ccc(C(F)(F)F)cc1)c1cc(S(=O)(=O)N2CCCc3ccccc32)ccc1F | -20%
COc1ccccc1NC(=O)c1cnc(SCC(=O)N2CCCc3ccccc32)n(C)c1=O | 7%
CC(=O)c1cccc(NC(=O)c2ccc3c(c2)NC(=O)C2CCCN32)c1 (stereo not given) | ?
CC(=O)c1ccc(N2CCN(S(=O)(=O)c3ccc4[nH]c5c(c4c3)CCCC5)CC2)cc1 | ?
CCc1cccc(C)c1NC(=O)c1cc(CN2CCCC2)on1 | 1%
COc1cc(C(=O)NCC(=O)OCC(=O)c2cccc3ccccc23)cc(OC)c1OC | 1%
Cn1cc(-c2cc3n(n2)CCC(=O)N3CC(=O)O)c2ccccc21 | ?
O=C1CC(c2ccccc2)N(C(=O)C2CCCCC2)CCCCCCN1 (stereo not given) | 21%
Cc1ccc(-c2cc(C(=O)NCCc3ccccc3)c3c(-c4ccc(C)cc4)[nH]nc3n2)cc1 | -17%
O=c1c2cc(Br)ccc2ncn1Cc1ncc(-c2ccccc2)o1 | -22%
CCOc1ccc(OCC)c(Nc2ncncc2-c2nc(-c3ccccc3)no2)c1 | -18%
CC(C)CN1C(=O)N(c2ccc(Cl)cc2)C(C)(O)CC1(C)C (stereo not given) | -9%
CC(C)Cn1c(SCc2noc(-c3ccc(Cl)cc3)n2)nnc1N1CCOCC1 | 0%
O=C(Nc1ccc2oc(-c3cccc(F)c3)nc2c1)c1cccc([N+](=O)[O-])c1 | 16%
Clc1ccc(COCCn2ccnc2-c2cc3n(n2)CCNC3)cc1 | 4%
O=C(Nc1ccc2c(c1)OCCO2)N1CCCCCC1CN1CCOCC1 (stereo not given) | -2%
COc1ccc2cc(CN3CCC(OC)CC3)c(-c3cccc(C)c3)nc2c1 | 25µM*
The list goes on.
SMILES | KDM5B inhibitor
Cc1c(CC(=O)NC(C)C)c2c(n1Cc1ccc(F)cc1)CCCC2=O | 7%
Cc1ccccc1Nc1nnc(-c2ccc(C)c(S(=O)(=O)N3CCOCC3)c2)c2ccccc12 | 2%
O=C(Nc1ccc2nc(SCC(=O)N3CCc4ccccc43)sc2c1)c1cccc(Cl)c1 | 5%
COc1ccc(C(=O)N[C@H]2CO[C@H]3[C@@H]2OC[C@@H]3n2cc(-c3ccccn3)nn2)cc1 | -33%[86.2 µM]

Compound activity: PubChem, National Center for Advancing Translational Sciences (NCATS)

Some of the compounds tested; the hit share may differ from the screen's.
